BLM inh = blocks DNA unwinding by human BLM helicase. P54132. recombinant BLM DNA unwinding, fluorescence dequenching. Potency, µM (top dose mostly 56.1 µM), without a hit: at the top dose activity change, negative = inhibition, most hits filed as inhibitors. hit rate 0.2% among 350,000;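 further: plate controls were vehicle for no effect and no enzyme for full effect; nearly all actives have a fitted effect of over 35% in size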
Pol eta inh = DNA polymerase eta (human) inhibition; Q9Y253; recombinant Pol eta, fluorescent DNA replication assay; Potency, µM (series often up to 114 µM), without a hit: at the highest dose activity change, negative = inhibition, actives largely listed as inhibitors; hit rate 1.2% among 390,000; AID 588591; further: on the % scale 0 is the no-effect control and ±100 the full control effect
Target sequence (Q9Y253 whole entry, looked up): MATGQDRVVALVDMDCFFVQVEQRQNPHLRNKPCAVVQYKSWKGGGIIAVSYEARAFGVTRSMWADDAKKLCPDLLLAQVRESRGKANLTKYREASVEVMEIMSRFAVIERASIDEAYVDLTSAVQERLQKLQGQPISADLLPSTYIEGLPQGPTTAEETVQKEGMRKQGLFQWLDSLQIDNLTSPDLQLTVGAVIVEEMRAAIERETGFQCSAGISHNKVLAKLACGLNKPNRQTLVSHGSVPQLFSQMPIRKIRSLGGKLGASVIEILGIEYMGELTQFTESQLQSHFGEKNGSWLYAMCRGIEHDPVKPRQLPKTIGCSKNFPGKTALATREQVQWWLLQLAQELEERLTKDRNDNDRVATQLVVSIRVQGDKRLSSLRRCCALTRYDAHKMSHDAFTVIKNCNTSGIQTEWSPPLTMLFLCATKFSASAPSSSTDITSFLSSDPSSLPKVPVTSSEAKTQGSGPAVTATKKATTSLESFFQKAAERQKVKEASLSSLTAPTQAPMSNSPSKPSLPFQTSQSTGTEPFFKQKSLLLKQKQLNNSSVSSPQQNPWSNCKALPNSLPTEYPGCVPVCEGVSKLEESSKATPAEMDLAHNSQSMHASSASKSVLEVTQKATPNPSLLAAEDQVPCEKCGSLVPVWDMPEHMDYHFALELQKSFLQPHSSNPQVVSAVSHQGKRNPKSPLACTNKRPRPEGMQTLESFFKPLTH
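Fluorescent replication assay: 50 nM final substrate added after a 15 min room-temperature compound preincubation with 10 nM enzyme. Signal taken at 0 min and again at 10 min.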
Pol beta inh = DNA polymerase beta (human) inhibition | P06746 | Pol beta primer extension/strand displacement, fluorescence kinetic | Potency, µM (titrated, usually from 114 µM), for the others: at the top dose activity change, negative = inhibition, most hits filed as inhibitors | hit rate 1.3% among 340,000 | AID 485314; further: on the % scale 0 is the no-effect control and ±100 the full control effect
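Curves were derived by four-parameter Hill fits of normalized qHTS data. The kinetic fluorescent primer-extension read was taken at 0 and 10 min after 50 nM substrate, following a 15 min room-temperature preincubation of 10 nM enzyme with compounds.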
Anesthetic bind = binds horse apoferritin like a general anesthetic | P02791 | apoferritin/1-aminoanthracene competitive binding, fluorescence | Potency, µM (top dose mostly 77.5 µM), for the others: top-dose activity change, negative = displacement, most hits filed as inhibitors | hit rate 0.074% among 350,000; further: on the % scale 0 is the no-effect control and ±100 the full control effect; nearly all actives have a fitted effect of over 20% in size
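Steps: apoferritin (10 uM) was premixed with half-saturated 1-AMA in PBS, compounds were pin-transferred, plates stood 10 min at room temperature, fluorescence was read at 380/535 nm, and curves were fitted with a Hill equation.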
Pol kappa inh = DNA polymerase kappa (human) inhibition | purified Pol kappa, fluorescent DNA synthesis assay, 10 min | Q9UBT6 | Potency, µM (highest dose often 107 µM), without a hit: top-dose activity, negative = inhibition, actives largely listed as inhibitors | hit rate 0.53% among 400,000; further: on the % scale 0 is the no-effect control and ±100 the full control effect
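Here, compound and 10 nM enzyme are combined for 15 min at room temperature; adding 50 nM substrate (final) starts DNA synthesis, tracked by fluorescence at 0 and 10 min against buffer-only wells.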
BAZ2B inh = inhibitors of human BAZ2B bromodomain; Q9UIF8; AlphaScreen BAZ2B-H3K14Ac peptide displacement; Potency, µM (highest dose often 114 µM), for inactives: at the highest dose activity change, negative = inhibition, actives largely listed as inhibitors; hit rate 4.4% among 360,000; further: on the % scale 0 is the no-effect control and ±100 the full control effect; nearly all actives have a fitted effect of over 60% in size
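Inhibition is scored as reduced AlphaScreen emission. The BAZ2B/b-H3(5-23)K14Ac complex (50 nM each) in PBS pH 7.4, 0.01% Tween-20 meets compound (up to 110 uM) for 30 min at RT before bead addition.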
G9a block = G9a (human) methyltransferase inhibition; Potency, µM (highest dose often 102 µM), without a hit: at the highest dose activity, negative = inhibition, usual class: inhibitors; Q96KQ7; AID 504332; G9a H3K9 monomethylation, AlphaScreen, 2 h; hit rate 8.8% among 350,000; further: on the % scale 0 is the no-effect control and ±100 the full control effect; nearly all actives have a fitted effect of over 75% in size
Target sequence (Q96KQ7 913-1193 limits assumed): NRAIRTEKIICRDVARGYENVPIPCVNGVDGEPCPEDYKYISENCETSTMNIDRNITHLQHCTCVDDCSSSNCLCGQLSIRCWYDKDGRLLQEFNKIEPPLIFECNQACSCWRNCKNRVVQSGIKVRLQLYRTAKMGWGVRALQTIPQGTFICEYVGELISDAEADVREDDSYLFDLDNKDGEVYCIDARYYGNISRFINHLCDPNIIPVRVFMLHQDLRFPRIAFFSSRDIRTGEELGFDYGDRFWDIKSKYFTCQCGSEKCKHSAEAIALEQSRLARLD
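Enzyme 20 nM + cpd, 15 min RT; add b-H3K9 pep 500 nM / SAM 20 uM; 2 h RT; anti-H3K9me1 Ab 0.5 ug/mL + SA donor / anti-rabbit acceptor beads 20 ug/mL each, 10 min; AlphaScreen read.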
APE1 inh = APE1 (human) endonuclease inhibition; Potency, µM (highest dose often 65.8 µM), for inactives: top-dose activity change, negative = inhibition, usual class: inhibitors; hit rate 0.35% among 350,000; P27695; recombinant APE1, TAMRA/BHQ-2 abasic DNA cleavage fluorescence;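 further: plate controls were vehicle for no effect and reference inhibitor for full effect; nearly all actives have a fitted effect of over 55% in size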
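Incision of a quenched TAMRA/BHQ-2 THF abasic-site duplex (50 nM) by 0.75 nM APE1, after 15 min compound preincubation, measured as fluorescence increase over three 60 s reads. Values normalized to buffer, DMSO and NSC13755 control wells.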
POLI inh = DNA polymerase iota (human) inhibition. Pol iota fluorescent replication assay, 10 min. Potency, µM (doses to about 115 µM), for the others: top-dose activity, negative = inhibition, usual class: inhibitors. hit rate 1% among 390,000
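Pol iota at 10 nM preincubated 15 min with compounds at room temperature; reaction started with fluorescent substrate, 50 nM final. Fluorescence read kinetically at 0 and 10 min; buffer-only wells as negative control.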
An asterisk follows results filed as active; u = inconclusive; x = no result given; [ ] = another dose, or the depositor's remark. The call rests on the fitted dose curve; in most records, active means well fitted curve in the direction sought with a large enough effect; inconclusive means small, poorly fitted or top-dose-only effect, or another doubt; inactive means no such curve, though single readings can be large; an effect the other way counts as inactive or inconclusive. Potency means the concentration at half of the fitted maximal effect.

Results follow in this order: BLM inh	Pol eta inh	Pol beta inh	Anesthetic bind	Pol kappa inh	BAZ2B inh	G9a block	APE1 inh	POLI inh
[1] CN(c1ccccc1)S(=O)(=O)c1ccc(C(=O)Nc2nnc(-c3ccc(F)cc3)o2)cc1
  -4%	-4%	0%	-5%	-10%	2%	29%	5%	3%
[2] Cc1ccc(C=Nc2ccccc2C(N)=O)cc1
  -1%	-5%	3%	73%[activator]	1%	u	u	1%	2%
[3] CCOc1ccc(CCNC(=O)c2cc3n(n2)CCCN(Cc2ccc(C)cc2)C3=O)cc1OCC
  4%	5%	2%	0%	-1%[60.1 µM]	-10%	32%[59 µM]	x	19%
[4] CCOc1ccc(CN2CCSCC2)cc1
  -4%	-11%	12%	-14%	5%	u	u	25%	124%[activator]
[5] O=C(Cc1c(O)c2ccccc2[nH]c1=O)NC1CCCCCC1
  -8%	-12%	23%	-12%	-6%	-1%	-24%[59 µM]	12%	-10%
[6] COc1ccc(Oc2ncc3nc(CCc4ccccc4)c(=O)n(CCC#N)c3n2)cc1
  -6%	x	x	x	3%[60.1 µM]	x	-3%[12.7 µM]	9%	x
[7] S=C(Nc1ccccc1Cl)N(CCCN1CCOCC1)Cc1ccccn1
  -3%	-2%	11%	-7%	3%	-28%	-10%[59 µM]	-6%	42%[activator]
[8] C/C(=C/c1ccccc1)C(=O)N1CC(C)OC(C)C1 (stereo not drawn)
  -6%	-16%	12%	-1%	16%	12%	7%	-2%	26%
[9] O=C(Cn1cc(C(=S)N2CCOCC2)c2ccccc21)N1CCOCC1
  2%	-6%	-8%	-6%	-9%	3%	-1%[59 µM]	2%	5%
[10] O=C(NN1C(=O)C2C3C=CC(C4CC34)C2C1=O)c1ccc(Cl)cc1 (stereo not drawn)
  -2%	-11%	-8%	-16%	-2%	-9%	8%	-4%	9%
[11] COc1cccc(NC(=O)C2(S(=O)(=O)c3ccc(Cl)cc3)CC2)c1
  -2%	-1%	10%	-9%	-13%	5%	x	-3%	36%[activator]
[12] N#CC1(NC(=O)COc2ccc3ccc(=O)oc3c2)CCCCC1
  x	-12%	x	x	1%	-2%	-3%[59 µM]	-4%	6%
[13] Cc1cc(/C=N/NC(=O)c2cccs2)c(C)n1-c1cnccn1
  -4%	-14%	17%	-3%	6%[60.1 µM]	u	x	4%	33%[activator]
[14] O=C(Nc1ccc2c(c1)OCCO2)C1CCN(c2nnnn2-c2ccccc2)CC1
  0%	-2%	1%	-23%	-13%	-32%	0%[59 µM]	4%	3%
[15] CC(=O)c1c(C)[n+]([O-])c2ccc3c(non3O)c12
  -4%	9%	1%	-11%	-5%	u	u	-11%	5%
[16] N#Cc1ccc(/C=C\c2nccc3c2[nH]c2ccccc23)cc1
  -26%	-1%	18µM*	49%[activator]	-18%	4%	6%	5%	u
[17] COc1ccc(CN(C)C(=O)Cn2ccsc2=N)cc1OC
  -1%	-8%	69%	-1%	-2%	3%	7%	-21%	-9%
[18] C=CCCCCc1nc2ccccc2c(=O)n1N
  0%	-5%	43%	4%	-17%	14%	-1%[59 µM]	u	10%
[19] COc1cc(NC(=O)c2cccs2)c(C(=O)OCC(=O)c2cc(C)n(-c3ccc(F)cc3)c2C)cc1OC
  -6%	-20%	25%	-11%	0%	5%	u	6%	141%[activator]
[20] C[C@@H]1Cc2c(O)c(O)cc(O)c2C(=O)O1
  1%	22µM*	2.8µM*	5%	79µM*	u	-151%[59 µM]	u	u

A second format for 3 compounds above:
(9) O=C(Cn1cc(C(=S)N2CCOCC2)c2ccccc21)N1CCOCC1
  BLM inh = 2%	Pol eta inh = -6%	Pol beta inh = -8%	Anesthetic bind = -6%	Pol kappa inh = -9%	BAZ2B inh = 3%	G9a block = -1%[59 µM]	APE1 inh = 2%	POLI inh = 5%

(10) O=C(NN1C(=O)C2C3C=CC(C4CC34)C2C1=O)c1ccc(Cl)cc1 (stereo not drawn)
  BLM inh = -2%	Pol eta inh = -11%	Pol beta inh = -8%	Anesthetic bind = -16%	Pol kappa inh = -2%	BAZ2B inh = -9%	G9a block = 8%	APE1 inh = -4%	POLI inh = 9%

(11) COc1cccc(NC(=O)C2(S(=O)(=O)c3ccc(Cl)cc3)CC2)c1
  BLM inh = -2%	Pol eta inh = -1%	Pol beta inh = 10%	Anesthetic bind = -9%	Pol kappa inh = -13%	BAZ2B inh = 5%	G9a block = x	APE1 inh = -3%	POLI inh = 36%[activator]

(further entries)
Results follow in this order: BLM inh	Pol eta inh	Pol beta inh	Anesthetic bind	Pol kappa inh	BAZ2B inh	G9a block	APE1 inh	POLI inh
[21] CCOC(=O)C1=C(c2ccccc2)NC(=O)NC1c1cc(Br)c(O)c(OC)c1 (stereo not drawn)
  -6%	-1%	0%	u	-14%	-20%	-33%	2%	-10%
[22] COc1ccccc1C(=O)NCC(=O)N/N=C/c1ccc([N+](=O)[O-])cc1
  -11%	20%	u	-21%	-3%[60.1 µM]	5%	16%	9%	-12%
[23] CCCS(=O)(=O)Nc1cccc(-c2cn3ccsc3n2)c1
  6%	-2%	-13%	3%	-3%[60.1 µM]	4%	-46%[59 µM]	x	1%
[24] CCc1cccc(C)c1NC(=O)C1CC=CCC1C(=O)O (stereo not drawn)
  -3%	-6%	u	-6%	-2%	u	13%[59 µM]	-11%	15%
[25] O=C(O)c1cccc(S(=O)(=O)Nc2ccc(S(=O)(=O)N3CCOCC3)cc2)c1
  0%	5%	-3%	-1%	-7%	-21%	-21%	u	119%[activator]
[26] CCn1c(/C(C#N)=N/O)nc2ccccc21
  6%	-16%	u	5%	-14%	u	-11%[59 µM]	1%	14%
[27] CC(O)CCC(=O)NNC(=S)Nc1ccccc1 (stereo not drawn)
  -2%	-18%	45%	-4%	-9%	3%	6%[12.7 µM]	0%	4%
[28] O=C1CN(C(=O)c2ccc(S(=O)(=O)N3CCCCC3)cc2)C(c2ccc(F)cc2)c2cc(F)ccc2N1 (stereo not drawn)
  -7%	-17%	12%	-15%	-17%	-7%	-10%[59 µM]	x	13%
[29] Cn1cc(Cl)c(C(=O)OCC(=O)Nc2ccc(S(N)(=O)=O)cc2)n1
  -1%	5%	31%	7%	-8%	1%	8%	6%	10%
[30] O=C(c1ccc(Cl)c(Cl)c1)N1CCN(c2ccccn2)CC1
  -2%	-6%	-1%	-7%	-11%	0%	x	9%	121%[activator]
[31] CN(C)c1ccc(N=Cc2nc(-c3ccccc3)oc2OC(=O)c2ccccc2)cc1
  1%	-11%	0%	2%	-3%	3%	10%[59 µM]	1%	14%
[32] CCN(CC(=O)NC1CCS(=O)(=O)C1)S(=O)(=O)c1ccc(C)c(C)c1 (stereo not drawn)
  -1%	-12%	7%	8%	-9%	22%	5%[59 µM]	2%	-5%
[33] CC1(C)CC(=O)C(C=NCCN2CCN(C3CC(=O)N(c4cccc(Br)c4)C3=O)CC2)=C(O)C1 (stereo not drawn)
  -2%	2%	2%	-7%	-7%	-15%	71µM*	-1%	145%[activator]
[34] NS(=O)(=O)c1ccc(NC(=S)NC2CCCCCC2)cc1
  0%	-14%	u	-9%	-20%	-2%	u	8%	2%
[35] c1nc(NCCN2CCOCC2)c2sc3nc(N4CCOCC4)c4c(c3c2n1)CCC4
  -7%	3%	24%	-17%	2%	1%	50µM*	-11%	57%[activator]
[36] COc1ccc(Cl)cc1NC(=S)NC(=O)c1ccco1
  x	-14%	x	x	-15%	4%	-11%[12.7 µM]	2%	-7%
[37] O=C1CN(C(=O)COc2ccc(Cl)cc2Cl)C(c2ccccc2)c2cc(F)ccc2N1 (stereo not drawn)
  -10%	-17%	-13%	-6%	-1%	-13%	-17%[59 µM]	x	-3%
[38] COC(=O)[C@]1(Cc2ccccc2)N[C@H](CN(C)C(=O)Nc2ccc(C(F)(F)F)cc2)[C@@H]2C(=O)N(C)C(=O)[C@@H]21
  x	-10%	x	x	-9%	x	x	-8%	-3%
[39] CCOC(=O)c1c(C)[nH]c(C)c1C(=O)COC(=O)/C=C/c1ccc(OC(F)F)cc1
  -10%	-21%	-25%	-15%	-21%	-30%	u	2%	1%
[40] OCCn1c(SCCOc2ccccc2)nc2ccccc21
  -4%	-14%	-14%	-16%	7%	-3%	8%	-3%	3%
[41] O=C(O)CCCCCNC(=O)c1ccncc1
  0%	-5%	6%	-4%	2%	4%	37%[12.7 µM]	1%	5%
[42] c1ccc(Cn2ncc3c(NCc4ccco4)ncnc32)cc1
  -5%	-6%	2%	-11%	-7%	79µM*	45µM*	1%	u
[43] O=C(CN(Cc1ccccc1F)S(=O)(=O)c1ccc(Cl)cc1)NCCCO
  -1%	-12%	9%	1%	1%	-1%	8%	-3%	-15%
[44] CCOc1ccc(Cn2c(=O)oc3ccc(C)cc32)cc1OC
  -1%	-4%	11%	-17%	-6%	-5%	-4%	4%	14%
[45] NC(=O)NC(Cc1ccccc1)C(=O)NCCCSc1ccccc1 (stereo not drawn)
  -2%	4%	0%	-2%	-12%	-13%	5%	63%[activator]	15%
[46] CCc1cccc(NC(=O)CCS(=O)(=O)c2cccc3nonc23)c1
  -6%	0%	-9%	-11%	-12%	-7%	-3%[59 µM]	1%	u
[47] O=C(Nc1ccc(O)cc1)c1ccc2c(c1)C(=O)N(N1C(=O)c3ccccc3C1=O)C2=O
  -10%	2%	u	-4%	-14%	-4%	x	-6%	-20%
[48] CCOc1ccc(OCCC(=O)OCC(=O)NC2CCCCC2)cc1
  -7%	-15%	8%	u	1%	-5%	-19%	6%	-16%
[49] O=c1[nH]c(/C=C/c2ccccc2OC(F)F)nc2c1cnn2-c1ccccc1
  -3%	-5%	15%	-4%	0%	5%	14%[59 µM]	3%	-6%
[50] Cc1ccc(C(=O)CSc2nc(-c3ccccc3)ccc2C#N)cc1
  -3%	-17%	18%	4%	1%	15%	u	5%	17%
[51] CN(C)c1ccc(C(=O)OCC(=O)N2CCCCCC2)cc1
  0%	-21%	5%	u	-3%	-6%	-3%	-4%	14%
[52] Cc1cc(C)c(Cn2ncn(-c3ccc(Br)cc3)c2=O)c(C)c1
  -4%	-24%	-2%	-2%	2%	0%	-9%[59 µM]	21%	21%
[53] COc1ccc(/C=C/C(=O)c2ccc(C)c([N+](=O)[O-])c2)cc1O
  -7%	u	3%	-18%	-25%	u	45µM*	4%	u

Screening data from PubChem BioAssay.

The list is partial. The share of hits here may be higher or lower than overall.
